# Source: PubChem (National Center for Advancing Translational Sciences (NCATS))
# Vif-A3F inh: qHTS for Inhibitors of Vif-A3F Interactions: qHTS. HeLa A3F-eYFP + Vif (tagged APOBEC3F with the HIV-1 protein that degrades it), YFP fluorescence increase. Potency, µM (doses to about 46.1 µM), for inactives: at the highest dose activity, negative = active. 390,000 tested, 0.2% active. AID 602313, 2012; also: potency is read from the fitted curve at half-maximal effect; % of control where 0% means no effect; nearly all actives have a fitted effect of over 65% in size
#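 Fluorescence increase (Ex 488/Em 500-530) after overnight compound treatment at 37 deg C flags inhibition of Vif-driven A3F-eYFP loss in stable HeLa A3F-eYFP/Vif cells seeded overnight beforehand.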
# RXFP1 agonist: qHTS Assay for Agonists of the Relaxin Receptor RXFP1 | Relaxin receptor 1 (Homo sapiens), Q9HBX9 | HEK293T-RXFP1 cAMP TR-FRET, 30 min; response scale: percent of porcine relaxin response, buffer zero | Potency, µM (titrated, usually from 57.5 µM), without a hit: top-dose activation, usual class: activators | 370,000 tested, 0.3% active | AID 2676, 2010; also: potency is read from the fitted curve at half-maximal effect; % is scaled to controls: 0 for no effect and ±100 for the full control effect; nearly all actives have a fitted effect of over 60% in size; many of its hits are not listed in these tables
#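 HEK293T cells stably expressing RXFP1 were pretreated with the PDE4 inhibitor Ro 20174, exposed to compounds for 30 min at 37C, lysed, and cAMP was read by TR-FRET. Data normalized to buffer (basal) and 29 nM porcine relaxin (100%).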
# Vif-APOBEC3G blk: qHTS for Inhibitors of Vif-A3G Interactions: qHTS; DNA dC->dU-editing enzyme APOBEC-3G (Homo sapiens), Q9HC16; HeLa A3G-eYFP + Vif (tagged APOBEC3G with the HIV-1 protein that degrades it), YFP fluorescence, overnight; Potency, µM (titrated, usually from 46.1 µM), without a hit: top-dose activity, negative = active, hits mostly inhibitors; 410,000 tested, 0.076% active; AID 602310, 2012;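 also: potency is read from the fitted curve at half-maximal effect; % is scaled to controls: 0 for no effect and ±100 for the full control effect; nearly all actives have a fitted effect of over 60% in size; hits raise eYFP signal because A3G escapes Vif-driven loss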
# Target sequence (Q9HC16 whole entry, looked up): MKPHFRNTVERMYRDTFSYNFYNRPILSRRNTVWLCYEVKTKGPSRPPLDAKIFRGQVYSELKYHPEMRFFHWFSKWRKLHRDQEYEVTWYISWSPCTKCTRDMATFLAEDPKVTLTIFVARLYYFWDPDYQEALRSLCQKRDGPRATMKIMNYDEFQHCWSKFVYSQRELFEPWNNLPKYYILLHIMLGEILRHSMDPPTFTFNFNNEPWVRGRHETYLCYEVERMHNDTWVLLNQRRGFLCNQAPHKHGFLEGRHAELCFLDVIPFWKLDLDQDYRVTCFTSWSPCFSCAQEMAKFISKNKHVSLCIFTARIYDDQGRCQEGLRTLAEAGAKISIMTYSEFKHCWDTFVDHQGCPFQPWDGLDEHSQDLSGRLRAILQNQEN
#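 Read-out is eYFP fluorescence (Ex 488/Em 500-530) from Vif-expressing HeLa A3G-eYFP cells; more signal means A3G escaped Vif-mediated degradation. Cells plated overnight, compound pinned in, incubated overnight at 37 deg C.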
# IDH1 R132H inh: qHTS for Inhibitors of mutant isocitrate dehydrogenase 1 (IDH1): qHTS. IDH1-R132H enzyme, NADPH consumption, diaphorase/resazurin fluorescence. AID 602179, 2012. Potency, µM (highest dose often 76.6 µM), without a hit: at the top dose activity change, negative = inhibition, most hits filed as inhibitors. 390,000 tested, 0.093% active. Isocitrate dehydrogenase [NADP] cytoplasmic (Homo sapiens), O75874; also: potency is read from the fitted curve at half-maximal effect; % is scaled to controls: 0 for no effect and ±100 for the full control effect; nearly all actives have a fitted effect of over 65% in size
#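 IDH1-R132H (0.5 ug/mL) preincubated 30 min with compound, then NADPH (0.016 mM) and alpha-KG (2 mM) added; 80 min at RT, pH 7.5. Remaining NADPH coupled via diaphorase/resazurin to fluorescence (540/590 nm); concentration-response curves normalized to no-enzyme control.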
# TrxR1 substrate: qHTS Assay for Substrates of Mammalian Selenoprotein Thioredoxin Reductase 1 (TrxR1): qHTS | purified TrxR1 substrate turnover, NADPH consumption readout | 390,000 tested, 0.01% active | AID 588456, 2011 | Potency, µM (series often up to 114 µM), for the others: at the top dose activity change, negative = substrate turnover; also: potency is read from the fitted curve at half-maximal effect; % is scaled to controls: 0 for no effect and ±100 for the full control effect; nearly all actives have a fitted effect of over 50% in size
#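 Rat TrxR1, dispensed at 90 nM, was prereduced with 400 uM NADPH (final) for 5 min at ~22 deg C, then incubated with compound 15 min before 400 uM selenite. A first-read NADPH fluorescence drop versus no-compound background flagged substrates.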
# LDHA block: qHTS assay for inhibitors of human lactate dehydrogenase; purified LDHA, NADH/diaphorase-resazurin fluorescence; active compounds read low; activity change, % (values are at about 110 or 230 µM); 480,000 tested, 0.15% active; AID 1347041, 2019; in the data active = activity change below about -30%; inconclusive = mostly about -25% to -30%;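 also: plate controls were DMSO wells for no effect and wells without enzyme for full effect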
#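 Human LDH5 at 2 nM final in Tris HCl pH 7.4 with 0.06 mM NADH and 0.2 mM pyruvate, reacted 5 minutes at room temperature. Remaining NADH coupled via diaphorase/resazurin; resorufin fluorescence read at 0 and 20 minutes, normalized to enzyme-free and DMSO wells.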
# PI4K2A inh: qHTS for small molecular inhibitors of PI4K2A; Phosphatidylinositol 4-kinase type 2-alpha (Homo sapiens), Q9BTU6; purified PI4K2A, ADP-Glo luminescence, 1 h; active compounds read low; activity change, negative = inhibition, % at 76.9 µM; 420,000 tested, 0.13% active; in the data active = activity change below about -50%; inconclusive = mostly about -30% to -49%;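 also: -100% = wells without enzyme as full effect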
# Target sequence (Q9BTU6 whole entry, looked up): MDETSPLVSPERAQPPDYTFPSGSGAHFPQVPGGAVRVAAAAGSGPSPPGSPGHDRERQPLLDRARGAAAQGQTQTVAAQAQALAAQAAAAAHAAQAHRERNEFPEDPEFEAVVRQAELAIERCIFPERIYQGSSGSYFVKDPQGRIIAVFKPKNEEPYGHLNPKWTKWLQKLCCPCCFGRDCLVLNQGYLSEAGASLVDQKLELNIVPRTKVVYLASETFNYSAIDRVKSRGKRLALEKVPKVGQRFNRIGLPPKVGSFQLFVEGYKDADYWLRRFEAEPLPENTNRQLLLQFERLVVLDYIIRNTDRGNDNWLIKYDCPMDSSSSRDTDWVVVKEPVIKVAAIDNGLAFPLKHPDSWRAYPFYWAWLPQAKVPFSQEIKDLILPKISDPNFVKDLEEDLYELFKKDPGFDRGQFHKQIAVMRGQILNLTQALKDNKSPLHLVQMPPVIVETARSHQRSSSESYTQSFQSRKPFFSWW
#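 Compounds are screened against recombinant PI4K2A using PI as substrate and ATP, the latter dispensed at 300 microM. Reactions run one hour at ambient temperature before ADP-Glo detection; full inhibition defined by wells lacking enzyme.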
# GRP78 ERSR act: qHTS for Inducers of the Endoplasmic Reticulum Stress Response (ERSR) in Human Glioma: qHTS; U87-MG GRP78 promoter luciferase reporter, 16 h; Potency, µM, inactives show top-dose activation, most hits filed as activators; 420,000 tested, 0.02% active; also: potency is read from the fitted curve at half-maximal effect; series mostly up to about 76 µM; % of control where 0% means no effect; nearly all actives have a fitted effect of over 35% in size
#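 ERSR induction read as luciferase luminescence (Bright-Glo, 10 min at room temperature) in stably transfected human U87-MG glioma cells exposed to compounds for 16 h, using GRP78 as sensor.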
# USP1-UAF1 inh: Inhibitors of USP1/UAF1: Primary Screen; Ubiquitin carboxyl-terminal hydrolase 1 (Homo sapiens), O94782; recombinant USP1/UAF1, Ub-Rhodamine cleavage fluorescence; Potency, µM (titrated, usually from 57.1 µM), for the others: at the top dose activity change, negative = inhibition, most hits filed as inhibitors; 390,000 tested, 0.23% active; also: potency is read from the fitted curve at half-maximal effect; % is scaled to controls: 0 for no effect and ±100 for the full control effect; nearly all actives have a fitted effect of over 60% in size; inactives centre near -12
#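 USP1/UAF1 complex at 1 nM was preincubated with compound for 15 min at room temperature, then Ub-Rho substrate (150nM final) was added. Fluorescence (480/540 nm) was read kinetically, 6 reads every 60 seconds.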
# An asterisk follows results filed as active; ? = inconclusive; . = no result given; & = joins results of further samples; [ ] = another dose, or the depositor's remark. Unless noted, calls follow the shape of the dose curve; as a rule, active = well fitted curve in the direction sought with a large enough effect; inconclusive = small, poorly fitted or top-dose-only effect, or another doubt; inactive = no such curve, though single readings can be large; an effect the other way counts as inactive or inconclusive. Not all compounds are listed; the hit share may differ from the screen's.
SMILES,Vif-A3F inh,RXFP1 agonist,Vif-APOBEC3G blk,IDH1 R132H inh,TrxR1 substrate,LDHA block,PI4K2A inh,GRP78 ERSR act,USP1-UAF1 inh
O=C1NC(=S)N(c2cccc(Cl)c2)C12CCCCC2,-12%,1.9%,-4%,3%,4%,-1,1,-4%,-16%
CCOc1ccc(/C=N/NC(=O)C(C)Sc2ccccn2)cc1OCC (stereo not drawn),3%,3.9%,-1%,0%,-14%,-2,4,-1%,-11%
O=c1[nH]c2ccc(S(=O)(=O)N3CCN(c4ccccc4F)CC3)cc2s1,-5%,-0.3%,1%,-5%,-2%[57.1 µM],-2,4,-4%,-16%
CCOc1ccc(C(=O)Nc2ccc(N3CCN(S(C)(=O)=O)CC3)cc2)cc1[N+](=O)[O-],-15%,3.3%,6%,15%,2%,0,-3,-2%,-11%
CCOC(=O)c1cc2n(c1N)-c1ccccc1C2=O,7.1µM*,-0.5%,-30%,-2%,-5%,-4,2,0%,?
COc1ccc(-c2ccc(=O)n(CC(=O)Nc3ccc(C(=O)NC4CC4)cc3)n2)cc1OC,-8%,5.1%,0%,-6%,-2%,-2,-1,2%,5%
Cc1cc(Cl)ccc1OCc1nnc(-c2ccccc2C)o1,4%,0.8%,0%,-5%,-14%,-6,0,-1%,-3%
Cc1cccc(NC(=O)NN2CCN(C)CC2)c1C,-2%,-2.0%,0%,5%,34%[activator],-3,-3,0%,-13%
CCc1cccc(NC(=O)CCS(=O)(=O)c2cccc3nonc23)c1,-6%,1.3%,2%,-13%,2%[57.1 µM],3,2,2%,3%
COC(=O)Nc1ccc(S(=O)(=O)N2CCN(C)CC2)cc1,2%,0.5%,1%,6%,2%,-4,-5,-3%,-19%
COc1ccc(C(C)=O)cc1CSc1nnnn1-c1ccc(O)cc1,11%,1.8%,-6%,-8%,-5%,-3,-2,-2%,-22%
O=C1c2cccnc2C(O)N1C1CCCCC1 (stereo not drawn),-5%,1.9%,2%,8%,-4%,-2,-1,-2%,-9%
O=C(Nc1ccc(Cl)cn1)c1ccc(COCC(F)(F)C(F)F)o1,-10%,1.7%,1%,2%,-5%[57.1 µM],0,8,5%,-1%
O=C1NC(c2ccccc2)=NC1(NS(=O)(=O)c1ccccc1)C(F)(F)F (stereo not drawn),-2%,4.6%,0%,-1%,2%[57.1 µM],-4,11,1%,1%
COc1ccc(OC)c(-c2cc(C(=O)NCCc3ccccc3)c3c(-c4ccc(C)cc4)[nH]nc3n2)c1,0%,1.3%,2%,0%,9%[57.1 µM],-5,3,-1%,-8%
COc1cccc(Cn2nnc(C(=O)Nc3cc(C)ccc3OC)c2N)c1,-8%,1.6%,-4%,-1%,-1%[57.1 µM],-6,1,-2%,-7%
COc1ccc(C(=O)N2CCN(Cc3nc(CC4CC4)no3)CC2)cc1,2%,-1.5%,0%,5%,2%,-5,0,-3%,-2%
COc1ccc(S(=O)(=O)N2CCOC2CNC(=O)C(=O)NCc2cccnc2)cc1OC (stereo not drawn),-3%,0.4%,0%,-1%,-1%,-6,0,-2%,-18%
CCCCOc1ccc(Nc2cc(Cl)ccc2C(=O)O)cn1,10%,-2.6%,2%,-11%,-1%,9,-2,0%,-33%
CC1(C)[C@@H](O)CC[C@]2(C)C3C(O)C=C4[C@H]5C[C@@](C)(CO)CC[C@]5(C)CC[C@]4(C)[C@]3(C)CC[C@@H]12 (stereo partly drawn),-13%,0.0%,0%,-33%,-10%,0,1,-3%,-29%
COc1ccc(CCNC(=O)C2CCN(C(=O)c3ccccc3C)CC2)cc1,0%,-3.0%,-2%,1%,1%,-7,4,-2%,-14%
CCOC(=O)C1C(c2ccc(O)c(OCC)c2)NC(=S)NC1(O)C(F)(F)F (stereo not drawn),-8%,-0.3%,5%,-3%,1%,-8,2,-2%,-7%
Cc1ccc2c(c1)CN1CN2Cc2cc(C)ccc21,6%,-0.7%,1%,4%,-7%,3,-3,-6%,-9%
CCN(CCNC(=O)C1CC(=O)N(CCc2ccccc2)C1)c1ccccc1 (stereo not drawn),3%,0.4%,5%,5%,12%[57.1 µM],0,1,-1%,4%
CC(C)CNC(=O)c1noc2c1CCCC2,-1%,0.2%,-12%,0%,1%,-1,-6,0%,-14%

# In the list so far, these contain a Cl atom.
SMILES,Vif-A3F inh,RXFP1 agonist,Vif-APOBEC3G blk,IDH1 R132H inh,TrxR1 substrate,LDHA block,PI4K2A inh,GRP78 ERSR act,USP1-UAF1 inh
O=C1NC(=S)N(c2cccc(Cl)c2)C12CCCCC2,-12%,1.9%,-4%,3%,4%,-1,1,-4%,-16%
Cc1cc(Cl)ccc1OCc1nnc(-c2ccccc2C)o1,4%,0.8%,0%,-5%,-14%,-6,0,-1%,-3%
O=C(Nc1ccc(Cl)cn1)c1ccc(COCC(F)(F)C(F)F)o1,-10%,1.7%,1%,2%,-5%[57.1 µM],0,8,5%,-1%
CCCCOc1ccc(Nc2cc(Cl)ccc2C(=O)O)cn1,10%,-2.6%,2%,-11%,-1%,9,-2,0%,-33%

# (next part)
SMILES,Vif-A3F inh,RXFP1 agonist,Vif-APOBEC3G blk,IDH1 R132H inh,TrxR1 substrate,LDHA block,PI4K2A inh,GRP78 ERSR act,USP1-UAF1 inh
COc1ccc(OC)c(S(=O)(=O)n2ccc(C)n2)c1,-12%,0.2%,0%,-6%,-5%,-1,-3,-2%,-11%
Cc1cccc2c(N)c3c(nc12)N(C)CC3,-1%,5.7%,6%,2%,47%,-11,0,-9%,-14%
Cc1cccc(N2CCN(c3ccc(NC(=O)c4ccccc4)cc3C(=O)O)CC2C)c1 (stereo not drawn),.,3.2%,.,.,-2%[57.1 µM],-3,-5,.,?
CC(C)Cn1c(N)c(C(=O)COC(=O)c2ccc3c(c2)OCCO3)c(=O)n(C)c1=O,-2%,1.4%,3%,1%,2%,-6,3,-4%,-16%
CCN(C(=O)c1cccnc1SC)C12CC3CC(CC(C3)C1)C2,-20%,1.8%,-5%,9%,0%,2,2,0%,-14%
CCOc1ccccc1CN1CCNC(=O)C1CC(=O)NCc1nc(C)cs1 (stereo not drawn),-6%,0.3%,2%,5%,2%,4,-8,-2%,-17%
Cc1nnc(SC(C)C#N)n1-c1ccccc1 (stereo not drawn),-7%,-0.6%,-5%,-7%,4%,-4,4,-2%,-17%
O=c1c(Cc2c(F)cccc2Cl)c(O)ccn1CCc1c[nH]c2ccccc12,-17%,1.2%,-6%,-4%,-3%,-5,-3,-3%,-23%
Cc1cc(C)n(CC(=O)NNC(=O)CCCOc2ccc(Cl)cc2C)n1,10%,1.3%,-7%,0%,1%,-6,0,-5%,-23%
CCc1cc2c(SCC#N)ncnc2s1,8%,13%,1%,0%,-4%,-6,0,-4%,-18%
COc1ccc2c(c1OC)C(=O)N(c1ncn[nH]1)C2,0%,-1.4%,4%,-2%,54%[activator],1,-1,5%,-6%
COc1ccc(S(=O)(=O)N2CCCC2CNC(=O)C(=O)NCc2ccccc2)cc1 (stereo not drawn),-3%,0.1%,-10%,14%,7%,-7,0,-5%,-23%
COc1ccc(C(=O)Oc2c(CN3CCOCC3)cc(Cl)c3cccnc23)cc1OC,5%,.,-1%&2%,-4%,-9%&-3%,0&3,0,-5%&-2%,-19%
COc1ccc(OC)c(-c2csc(NC(=O)c3ccc4c(c3)OCO4)n2)c1,2%,0.9%,0%,3%,8%,-1,0,0%,-14%
O=C(COc1ccc(Cc2ccccc2)cc1)c1ccc(F)cc1,-11%,0.6%,3%,4%,-1%,-2,-5,7%,-13%
COc1ccc(S(=O)(=O)N2CCC(C(=O)N[C@H](C(=O)NCc3ccccc3)C(C)C)CC2)cc1,-2%,.,0%,8%,.,-15,3,-3%,-1%
O=[N+]([O-])c1ccc(Cl)c(NC2=NCCCCC2)c1,6%,0.7%,0%,4%,-3%,-2,0,-2%,-15%

# 3 compounds from above, ordered by the value under PI4K2A inh, ascending:
smiles	Vif-APOBEC3G blk	TrxR1 substrate	PI4K2A inh	GRP78 ERSR act	USP1-UAF1 inh
CCOc1ccccc1CN1CCNC(=O)C1CC(=O)NCc1nc(C)cs1 (stereo not drawn)	2%	2%	-8	-2%	-17%
O=c1c(Cc2c(F)cccc2Cl)c(O)ccn1CCc1c[nH]c2ccccc12	-6%	-3%	-3	-3%	-23%
Cc1cccc2c(N)c3c(nc12)N(C)CC3	6%	47%	0	-9%	-14%
